# Source: PubChem BioAssay
# HPDE-C7 cytotoxicity: HPDE-C7 pancreatic duct cell viability loss – fluorescence, HTS (AID 430). cytotoxicity, % at 10 µM, or EC50 in µM where a hit was titrated. HPDE-C7 pancreatic duct cells viability, fluorescence; higher % means a stronger effect. 63,000 compounds, 1.8% hits;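 also: cells exposed to compound for 48 hours before viability readout; 0% = vehicle and 100% = reference cytotoxic drug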
# LYP phosphatase: LYP phosphatase inhibitors, primary screen, biochemical, DiFMUP fluorescence, recombinant catalytic domain, 10 µM (AID 606); recombinant LYP catalytic domain, DiFMUP fluorescence; higher % means a stronger effect; inhibition, % at 10 µM; hits with a dose series show IC50 in µM; 52,000 tested, under 10 active;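 active = IC50 under 40 µM in the dose-response test; inactive = IC50 of 40 µM or more, or never dose-tested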
# DPM-DC inhibit: S. pneumoniae DPM-DC inhibition; purified DPM-DC, PK/LDH coupled NADH fluorescence; calls only at 10 µM; 65,000 compounds, 0.49% hits; AID 556;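 active = the 320 compounds with the highest percent inhibition in the single-dose primary screen, excluding strongly autofluorescent ones, cut at about 32% in these data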;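 also: kinetic rate of NADH fluorescence loss reporting ADP formed by the decarboxylase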
# PMK inhibit: inhibitors of Streptococcus pneumoniae phosphomevalonate kinase; 65,000 compounds, 0.49% hits; purified PMK, PK/LDH-coupled NADH absorbance 340 nm; inhibition, % at 10 µM;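 active = top-ranked compounds by inhibition in the single 10 µM screen, taking a fixed number of the strongest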;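 also: 0% = full reaction with DMSO carrier and 100% = background rate without enzyme reaction; no value below 0 was filed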
# Spn MK inh: blocks S. pneumoniae mevalonate kinase. AID 555. 65,000 compounds, 0.48% hits. purified MK, PK/LDH-coupled NADH absorbance 340 nm. inhibition, % at 10 µM;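 active = ranked among the strongest by inhibition in the single 10 µM screen, a fixed top-ranked set picked for dose follow-up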; also: no value below 0 was filed
# HPDE-C7K KRASV12: viability loss of HPDE-C7K cells – cell-based, fluorescence, HTS, primary screen (AID 431) | HPDE-C7K KRASV12 cells, Alamar Blue viability, 48 h; higher % means a stronger effect | one-dose cytotoxicity, % at 10 µM; EC50 in µM for titrated hits | 63,000 compounds, 1.7% hits;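 active = compounds whose percent cytotoxicity in the single-dose primary screen, scaled between solvent and toxic-drug controls, exceeds 50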;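 also: 0% = DMSO solvent wells and 100% = doxorubicin-treated wells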
# HT1080 cytotoxicity: cytotoxicity in HT1080 fibrosarcoma cells, cell-based, fluorescence readout (AID 620); HT1080 viability, fluorescence; higher % means a stronger effect; cytotoxicity, % at 10 µM; hits with a dose series show EC50 in µM; 87,000 compounds, 0.42% hits;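 also: cells exposed to compound overnight then 4 h with Alamar Blue; 0% = vehicle DMSO and 100% = killing control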
# Bfl-1 inhibitors: displacement of Bid BH3 peptide from Bfl-1 – biochemical, fluorescence polarization, FITC-Bid, mouse, primary screen (AID 432); FITC-Bid BH3 peptide fluorescence polarization displacement; higher % means a stronger effect; displacement, % at 20 µM, or IC50 in µM where a hit was titrated; 64,000 compounds, 0.02% hits; in the data active = a potency from the dose series; inactive = the rest, 99 in 100 with displacement below about 15%; also: strong numbers were not always called active
# Alkaline phosphatase: inhibition of tissue-nonspecific alkaline phosphatase – biochemical, luminescent (AID 518); purified TNAP enzyme, luminescent substrate readout; higher % means a stronger effect; inhibition, % at 20 µM, or IC50 in µM where a hit was titrated; 64,000 compounds, 0.09% hits; in the data active = a potency from the dose series; inactive = the rest, 99 in 100 with inhibition below about 22%;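 also: plate controls were vehicle for no effect and reference inhibitor for full effect; many of its hits are not listed in these tables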
# PMK inhibit pilot replicates: further read-out of PMK inhibit, marked with its call; inhibition, %; measured here: pilot screen replicates
# Spn MK inh pilot replicates: recorded beside Spn MK inh, whose call it bears; inhibition, %; measured here: pilot screen replicates
# DPM-DC inhibit pilot screen %: recorded beside DPM-DC inhibit, whose call it bears; inhibition, %; measured here: pilot screen trials
# * marks the source's active call; other numbers are inactive results; i = inactive; . = no result given. Rule as the data show it, unless noted: active = cytotoxicity above about 50%; inactive = the rest.
SMILES,HPDE-C7 cytotoxicity,LYP phosphatase,DPM-DC inhibit,PMK inhibit,Spn MK inh,HPDE-C7K KRASV12,HT1080 cytotoxicity,Bfl-1 inhibitors,Alkaline phosphatase,others
CC(C)Nc1oc(-c2cccc3ccccc23)nc1C#N,-4%,6%,.,2,3,-5%,-8%,7%,5%,
CCOC(=O)COc1cc2c3c(c(=O)oc2cc1C)CCCC3,7%,-2%,i,2,10,8%,-11%,-5%,10%,
COc1ccc(S(=O)(=O)Cc2ccc(C(=O)NCCCN(C)c3ccccc3)o2)cc1,6%,6%,i,5,7,2%,2%,-5%,27%,
O=C(O)CCC(=O)Nc1ccc(C(=O)OC2CCCCC2)cc1,-5%,6%,i,0,1,-17%,-1%,2%,11%,
CCOCCCNS(=O)(=O)Cc1ccccc1,-2%,-5%,i,0,3,-2%,-2%,-6%,4%,
CCCCN=C(N)/C(C(=O)OCC)=C(\O)c1ccc(OC)cc1,1%,.,i,0,2,7%,2%,3%,18%,
O=C(Nc1ccc(F)cc1F)c1ccc(COc2c(F)c(F)cc(F)c2F)o1,-7%,-11%,i,1,4,-4%,6%,-5%,5%,
O=C(NCCN1CCOCC1)c1ccc(CS(=O)(=O)c2ccc(Br)cc2)o1,-13%,13%,i,8,10,-24%,-10%,2%,-6%,
CCN(CC(=O)Nc1ccc2c(c1)OCCO2)Cc1cc(=O)oc2cc(C)c(C)cc12,-3%,-1%,i,13,3,-2%,6%,2%,6%,PMK inhibit pilot replicates=0.5;Spn MK inh pilot replicates=0.0;DPM-DC inhibit pilot screen %=4.0
Cc1nc2ccc(S(=O)(=O)NCC(=O)N3CCCCC3)cc2s1,1%,3%,i,11,0,8%,9%,-2%,21%,PMK inhibit pilot replicates=4.0;Spn MK inh pilot replicates=1.5;DPM-DC inhibit pilot screen %=0.5
CCc1c(C)nc(N)n2c(SCC(=O)N3CCN(c4ccccc4F)CC3)nnc12,-2%,.,i,7,.,-1%,0%,12%,3%,
Cn1c(CCN2CCOCC2)nc2cc(NC(=O)COc3ccc(Cl)cc3)ccc21,2%,.,i,5,7,22%,8%,-2%,11%,
CCCc1cc(=O)[nH]c(/N=C(/NC(=O)C(C)N2C(=O)c3ccccc3C2=O)Nc2ccccc2)n1 (stereo not drawn),-5%,.,i,12,10,2%,6%,-6%,5%,
CCOC(=O)C1=C(C)NC(C)=C(C(=O)OCC)C1C(=O)OCC(=O)N1CCc2ccccc21,-2%,16%,i,19,2,0%,-1%,-6%,12%,
CCCCN1CCc2c([nH]c3ccc(C)cc23)C1=O,0%,10%,i,0,7,-10%,0%,0%,9%,

# Among those listed so far, two have an aryl methoxy group:
SMILES,HPDE-C7 cytotoxicity,LYP phosphatase,DPM-DC inhibit,PMK inhibit,Spn MK inh,HPDE-C7K KRASV12,HT1080 cytotoxicity,Bfl-1 inhibitors,Alkaline phosphatase,others
COc1ccc(S(=O)(=O)Cc2ccc(C(=O)NCCCN(C)c3ccccc3)o2)cc1,6%,6%,i,5,7,2%,2%,-5%,27%,
CCCCN=C(N)/C(C(=O)OCC)=C(\O)c1ccc(OC)cc1,1%,.,i,0,2,7%,2%,3%,18%,

# Fetched by compound from the entries so far:
SMILES,HPDE-C7 cytotoxicity,LYP phosphatase,DPM-DC inhibit,PMK inhibit,Spn MK inh,HPDE-C7K KRASV12,HT1080 cytotoxicity,Bfl-1 inhibitors,Alkaline phosphatase,others
CCc1c(C)nc(N)n2c(SCC(=O)N3CCN(c4ccccc4F)CC3)nnc12,-2%,.,i,7,.,-1%,0%,12%,3%,
CCCc1cc(=O)[nH]c(/N=C(/NC(=O)C(C)N2C(=O)c3ccccc3C2=O)Nc2ccccc2)n1 (stereo not drawn),-5%,.,i,12,10,2%,6%,-6%,5%,

# Next part:
SMILES,HPDE-C7 cytotoxicity,LYP phosphatase,DPM-DC inhibit,PMK inhibit,Spn MK inh,HPDE-C7K KRASV12,HT1080 cytotoxicity,Bfl-1 inhibitors,Alkaline phosphatase,others
CCOC(=O)c1[nH]c2ccccc2c1N=CN(CC)CC,6%,-5%,i,4,0,7%,15%,-9%,14%,
Cc1cc(C(=O)N2CCCC2C(=O)O)c(C)o1 (stereo not drawn),-8%,3%,i,4,0,-1%,-11%,5%,14%,
CCOCCOC(=O)c1cccc(NC(=O)OCC)c1,4%,0%,i,6,1,-5%,-5%,-11%,7%,
O=C1OC(Nc2ccc(F)cc2F)c2ccccc21 (stereo not drawn),-20%,5%,i,15,2,-3%,0%,-6%,4%,
CCOC(=O)c1ccccc1NC1CC(=O)N(c2ccccc2C)C1=O (stereo not drawn),-5%,-9%,.,17,4,-8%,1%,-1%,6%,PMK inhibit pilot replicates=0.0;Spn MK inh pilot replicates=2.0
COC(=O)c1ccccc1NC(=O)CN1CCC(NC(=O)c2ccc(C)cc2)CC1,6%,0%,i,7,0,4%,-15%,-16%,4%,
O=C(CNS(=O)(=O)c1ccc(F)cc1)N1CCN(c2ccccc2)CC1,2%,12%,i,4,6,-5%,7%,-4%,11%,
COc1ccc(C)cc1NC(=O)CN(C)S(=O)(=O)c1cccs1,-2%,5%,i,0,0,-2%,.,-2%,12%,
COc1cc2ccc(=O)oc2c(O)c1OCC=C(C)C,6%,.,i,7,11,11%,10%,-7%,10%,
CC(=O)OC(Cn1ccnc1)c1ccccc1 (stereo not drawn),-8%,11%,i,5,11,-14%,8%,-2%,1%,
COc1ccc(NC(=O)Nc2ccccc2C)c(OC)c1,2%,5%,i,0,10,-4%,8%,-3%,8%,PMK inhibit pilot replicates=0.0;Spn MK inh pilot replicates=0.0;DPM-DC inhibit pilot screen %=0.0
COc1cccc(C(=O)N(Cc2ccc3c(c2)OCO3)Cc2nc3ccccc3c(=O)[nH]2)c1,-1%,.,i,11,3,-3%,2%,4%,9%,
O=C(NCC1CCCO1)Nc1cccc(Cl)c1 (stereo not drawn),-6%,4%,i,0,0,-5%,-1%,-1%,3%,
CN1CCN(CCCN2c3ccccc3Sc3ccc(Cl)cc32)CC1,75%*,12%,i,1,23,83%*,6%,-4%,16%,PMK inhibit pilot replicates=3.5;Spn MK inh pilot replicates=1.0;DPM-DC inhibit pilot screen %=0.5
CC(Oc1ccccc1)C(=O)Nc1ccc(C(N)=O)cc1 (stereo not drawn),-3%,7%,i,0,0,8%,-4%,-4%,12%,

# Ordered by molecular weight (low to high): some entries from above
SMILES,HPDE-C7 cytotoxicity,LYP phosphatase,DPM-DC inhibit,PMK inhibit,Spn MK inh,HPDE-C7K KRASV12,HT1080 cytotoxicity,Bfl-1 inhibitors,Alkaline phosphatase,others
Cc1cc(C(=O)N2CCCC2C(=O)O)c(C)o1 (stereo not drawn),-8%,3%,i,4,0,-1%,-11%,5%,14%,
CCOCCOC(=O)c1cccc(NC(=O)OCC)c1,4%,0%,i,6,1,-5%,-5%,-11%,7%,
CC(Oc1ccccc1)C(=O)Nc1ccc(C(N)=O)cc1 (stereo not drawn),-3%,7%,i,0,0,8%,-4%,-4%,12%,
CCOC(=O)c1[nH]c2ccccc2c1N=CN(CC)CC,6%,-5%,i,4,0,7%,15%,-9%,14%,
CCOC(=O)c1ccccc1NC1CC(=O)N(c2ccccc2C)C1=O (stereo not drawn),-5%,-9%,.,17,4,-8%,1%,-1%,6%,PMK inhibit pilot replicates=0.0;Spn MK inh pilot replicates=2.0

# New compounds follow.
SMILES,HPDE-C7 cytotoxicity,LYP phosphatase,DPM-DC inhibit,PMK inhibit,Spn MK inh,HPDE-C7K KRASV12,HT1080 cytotoxicity,Bfl-1 inhibitors,Alkaline phosphatase,others
COc1ccc(C(OC(=O)c2ccco2)C(=O)NC2CCCCC2)cc1OC (stereo not drawn),-6%,3%,i,16,0,-3%,2%,-5%,6%,
O=C(CS(=O)(=O)Cc1ccccc1)N1CCc2ccccc21,-16%,7%,i,4,13,-7%,3%,-2%,12%,
COc1cc(NC(=O)COc2ccc(-n3cnnn3)cc2)c(OC)cc1Cl,0%,8%,i,0,7,-14%,-2%,0%,9%,
Cc1ccc2nc(N3CCN(C(=O)c4cccs4)CC3)c(C#N)cc2c1,-4%,6%,i,11,1,2%,0%,5%,12%,
CCCCOC(=O)CSc1nnc(N)s1,-14%,.,i,7,4,-20%,-8%,-2%,7%,
Cc1nn(-c2ccccc2)c2sc(C(=O)N(CC(=O)NC(C)(C)C)Cc3ccco3)cc12,25%,9%,i,12,0,21%,33%,-6%,10%,
COc1cc(C2=NOC(C(=O)NCc3ccco3)C2)cc(OC)c1OC (stereo not drawn),33%,-1%,i,10,0,10%,54%*,-4%,3%,
CC1(C(=O)CSc2ncn[nH]2)CCC(=O)O1 (stereo not drawn),-6%,10%,i,0,7,-2%,-4%,-6%,14%,
COC(=O)CSc1nc2ccc(NC(=O)CSc3nnnn3Cc3ccccc3)cc2s1,41%,13%,i,18,5,41%,2%,2%,10%,
COc1ccccc1NC(=O)Cc1noc(CN(C)Cc2cccs2)n1,-9%,-7%,i,11,7,-6%,22%,1%,6%,
CC(=O)Nc1ccc(S(=O)(=O)n2nc(C)cc2C)cc1,3%,4%,i,8,12,9%,-3%,-2%,5%,PMK inhibit pilot replicates=7.0;Spn MK inh pilot replicates=0.5;DPM-DC inhibit pilot screen %=0.0
CCOC(=O)c1ccc(NC(=O)CSc2nc(C)nc3c2c(=O)n(C)c(=O)n3C)cc1,-10%,11%,i,0,3,-7%,0%,9%,7%,
CCc1ccc(NC(=O)Nc2cccs2)cc1,2%,16%,i,10,6,8%,2%,0%,5%,
Cc1cccc(N2CCCn3c2nc2c3c(=O)n(CC(=O)OCc3ccccc3)c(=O)n2C)c1,-2%,-3%,i,15,6,10%,-4%,-7%,6%,
Cc1ccc(-c2nnc(N(C)C(=O)C3CCCO3)s2)cn1 (stereo not drawn),-13%,0%,i,8,5,-13%,1%,-3%,10%,
Cn1nc(-c2ccc(Cl)cc2)c2cc(C(=O)N3CCN(c4ccccc4)CC3)sc21,-6%,8%,i,0,6,-1%,-3%,6%,6%,
CCCSc1nnc(-c2c[nH]c3ccccc23)n1CC,-1%,2%,i,0,9,-5%,3%,-3%,12%,
C=CCSc1nnc(-c2ccccc2NC(C)=O)c(=O)[nH]1,-35%,7%,i,5,7,6%,-6%,6%,6%,PMK inhibit pilot replicates=1.0;Spn MK inh pilot replicates=4.0;DPM-DC inhibit pilot screen %=6.0
